KDM4C inh – inhibitors of GASC-1 (KDM4C) histone demethylase, primary screen, biochemical, single concentration HTS. Lysine-specific demethylase 4C (Homo sapiens), Q9H3R0. GST-KDM4C 2-372, H3K9me3 peptide, LANCE TR-FRET. inhibition, % at 12.5 µM. 96,000 compounds, 0.15% hits. AID 720574, 2013;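 active = mean replicate inhibition above about 25%, with at least 55% of replicates also reaching it, limit read from the data, passing the limit was not always enough; inconclusive = only one of those two conditions met; inactive = neither condition met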
Target sequence (Q9H3R0 2-372 limits assumed): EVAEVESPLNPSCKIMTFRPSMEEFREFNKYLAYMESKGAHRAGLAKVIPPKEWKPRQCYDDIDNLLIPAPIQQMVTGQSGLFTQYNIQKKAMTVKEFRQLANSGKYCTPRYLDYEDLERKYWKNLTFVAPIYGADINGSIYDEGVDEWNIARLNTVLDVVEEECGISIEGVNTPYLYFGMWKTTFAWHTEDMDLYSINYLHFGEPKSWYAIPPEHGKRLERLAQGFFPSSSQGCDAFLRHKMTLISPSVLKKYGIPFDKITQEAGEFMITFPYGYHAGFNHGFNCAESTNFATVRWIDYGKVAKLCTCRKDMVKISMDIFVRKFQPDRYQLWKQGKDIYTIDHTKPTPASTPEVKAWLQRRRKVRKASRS
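System: N-terminal GST-fused human GASC-1 (KDM4C) fragment, residues 2-372 / Amount: 10 nM GST-KDM4C in enzyme reaction / Also added: H3K9me3 peptide with Fe(II)/2OG / Times: 30 min demethylation and 1 h detection at room temperature / Signal: LANCE TR-FRET / Read-out basis: Fall in 671/618 emission ratio as inhibition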
C diff growth – C. difficile growth inhibitors, primary screen, HTS; Clostridium difficile clinical isolate growth, OD600, 24 h; hits give low values; growth activity, negative = inhibition, % at 16 µg/mL (by protocol); 86,000 compounds, 0.25% hits;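 active = mean growth activity at or below -80% and every replicate also at or below -80%; inconclusive = mean at or below -80% but some replicate above -80%; inactive = mean growth activity above -80%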;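 note: 0% = DMSO wells and -100% = levofloxacin 16 µg/mL wells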
Pf Dd2 inh – P. falciparum Dd2 growth inhibitors, primary screen, SYBR Green fluorescence, single dose replicates; 72 h; hits give low values; 94,000 compounds, 2.3% hits; activity change, % at 10 µM; AID 1159554, 2015; in the data active = activity change below about -80%; inconclusive = no clear call, values can overlap the other calls
T cruzi growth – T. cruzi intracellular proliferation inhibitors, primary screen, cell-based, beta-gal Tulahuen parasites, NIH3T3 host, luminescence; T. cruzi beta-gal in NIH3T3, GalScreen luminescence, 90 h; inhibition, % at 8.34 µM; 77,000 compounds, 5.9% hits;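 active = mean inhibition above about 93%, with at least 55% of replicates each passing it, limit read from the data, passing the limit was not always enough; inconclusive = only one of those two conditions holds; inactive = neither condition holds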
Numbers without * were called inactive; ? = inconclusive; / = no result given; & = joins results of further samples.

Sequence of screens – C diff growth	Pf Dd2 inh	T cruzi growth	KDM4C inh
C[C@H](CO)N1C[C@H](C)[C@H](CN(C)C(=O)c2ccncc2)Oc2ncc(C3=CCCC3)cc2C1=O
    -2	26	-50	1.5
Cc1ccc(S(=O)(=O)N[C@H]2CC[C@@H](CCn3cc(C4CCCCC4)nn3)O[C@@H]2CO)cc1
    -6	-37	-13	-0.4
COCc1cn(CC[C@H]2CC[C@@H](NC(=O)c3ccccc3)[C@@H](CO)O2)nn1
    3	-9	-18	-0.1
O=C(C[C@H]1CC[C@H]2[C@@H](COC[C@@H](O)CN2C(=O)c2ccccc2)O1)Nc1nccs1
    0&-4	-22	56	-2.4
C[C@@H]1CCCCO[C@@H](CN(C)C(=O)c2ccccc2)[C@H](C)CN([C@H](C)CO)C(=O)c2cc(NC(=O)Nc3cccc4ccccc34)ccc2O1
    1	-19	102*	2.3
COc1ccc(S(=O)(=O)Nc2ccc3c(c2)C(=O)N([C@@H](C)CO)C[C@H](C)[C@H](CN(C)S(=O)(=O)c2ccc(C)cc2)O3)cc1
    8	-25	39	0.6
O=C(NC1CCCC1)[C@H]1[C@H](CO)[C@H]2Cn3c(ccc(-c4ccc(F)cc4)c3=O)[C@@H]1N2Cc1cocn1
    -1	7	48	-4.2
O=C(C[C@@H]1C=C[C@H](NS(=O)(=O)c2cccc(F)c2)[C@H](CO)O1)NCc1ccc2c(c1)OCO2
    -5	4	/	0.4
C[C@@H]1CCCCO[C@H](CN(C)Cc2ccccc2)[C@H](C)CN([C@@H](C)CO)C(=O)c2cc(NC(=O)CCCN(C)C)ccc2O1
    0	-74	-29	1.5
C[C@H]1CCCCO[C@H](CN(C)C(=O)C2CCCCC2)[C@@H](C)CN([C@@H](C)CO)C(=O)c2cc(NS(=O)(=O)c3ccc(Cl)cc3)ccc2O1
    6	-59	?	-1.3
COCC#Cc1ccc2c(c1)O[C@@H](CN(C)C(=O)CN(C)C)[C@@H](C)CN([C@@H](C)CO)S2(=O)=O
    -8	9	-26	1.0
O=C(C[C@@H]1C[C@@H]2c3cc(NC(=O)C4CCC4)ccc3O[C@@H]2[C@@H](CO)O1)NCc1ccccn1
    -9	27	8	-0.1
COc1ccc(NC(=O)Nc2ccc3c(c2)C(=O)N([C@H](C)CO)C[C@@H](C)[C@@H](CN(C)C(=O)Nc2c(C)noc2C)O3)cc1
    /	-4	1	1.0
COc1cccc(-c2cnc3c(c2)C(=O)N([C@@H](C)CO)C[C@H](C)[C@@H](CN(C)CC2CCCC2)O3)c1
    -1	-6	/	1.5
COc1ccc2c3c(n(C)c2c1)[C@@H](CO)N(Cc1ccc2c(c1)OCO2)CC31CCN(C(=O)C2CC2)CC1
    0	-75	/	-0.6

(further entries)
Sequence of screens – C diff growth	Pf Dd2 inh	T cruzi growth	KDM4C inh
C[C@H]1CN([C@@H](C)CO)C(=O)Cc2cc(NC(=O)c3ccncc3)ccc2O[C@@H]1CN(C)S(=O)(=O)c1cccs1
    -1	-4	16	-2.6
O=C(C[C@@H]1CC[C@H]2[C@@H](COC[C@@H](O)CN2CC2CC2)O1)NCc1ccc(Cl)cc1
    /	-1	11	0.4
COc1ccccc1CNC(=O)C[C@H]1C[C@H]2c3cc(NC(=O)CC4CC4)ccc3O[C@H]2[C@H](CO)O1
    6	-18	-16	-0.4
Cc1ccc(S(=O)(=O)Nc2cccc3c2O[C@H](CN(C)Cc2ccc(Oc4ccccc4)cc2)[C@@H](C)CN([C@H](C)CO)C3=O)cc1
    9	-24	48	0.1
COc1ccc(S(=O)(=O)N[C@H]2CC[C@H](CC(=O)NCCc3ccccc3)O[C@@H]2CO)cc1
    0	2	/	3.8
CCCC#Cc1cnc2c(c1)C(=O)N([C@H](C)CO)C[C@H](C)[C@@H](CN(C)C(=O)C1CCOCC1)O2
    2	17	-24	0.3
COc1ccccc1-c1ccc2c(c1)O[C@@H](CN(C)Cc1ccc3c(c1)OCO3)[C@@H](C)CN([C@@H](C)CO)S2(=O)=O
    2	-71	/	1.2
C[C@@H]1CCCCO[C@@H](CN(C)C(=O)c2ccncc2)[C@H](C)CN([C@@H](C)CO)C(=O)c2cc(NS(C)(=O)=O)ccc2O1
    3	39	-45	0.3
C[C@@H]1CN([C@@H](C)CO)S(=O)(=O)c2ccc(-c3ccc(F)cc3)cc2O[C@H]1CN(C)C(=O)Nc1ccc(F)cc1
    /	-20	?	-0.4
CCC(=O)N1[C@H](CO)[C@H]2c3ccccc3N(S(=O)(=O)c3ccccc3C)C[C@H]21
    -5	-39	-12	-1.2
CN1c2ccc(-c3cccc(F)c3)cc2[C@H]2[C@H](CCN2C(=O)Cc2cccnc2)[C@H]1CO
    4	8	84	1.4
O=C(N[C@H]1CC[C@@H](CCn2cc(C3(O)CCCC3)nn2)O[C@@H]1CO)C1CCOCC1
    /	-3	35	0.3
CCCNC(=O)Nc1ccc2c(c1)C(=O)N(C)C[C@@H](OC)[C@@H](C)CN(CC1CCCC1)[C@@H](C)CO2
    /	/	-6	1.2
C[C@@H]1CCCCO[C@@H](CN(C)Cc2ccncc2)[C@H](C)CN([C@H](C)CO)C(=O)c2cc(NC(=O)CCC(F)(F)F)ccc2O1
    2	-17	49	2.5
C[C@@H]1CCCCO[C@H](CN(C)C(=O)Nc2ccc(C(F)(F)F)cc2)[C@@H](C)CN([C@H](C)CO)C(=O)c2cc(NC(=O)Cc3ccccc3)ccc2O1
    1	-88*	88	-0.4

Further compounds follow.
Sequence of screens – C diff growth	Pf Dd2 inh	T cruzi growth	KDM4C inh
O=C(Nc1ccc2c(c1)[C@H]1C[C@H](CC(=O)N3CCc4ccccc4C3)O[C@H](CO)[C@H]1O2)NC1CCCC1
    -8	-36	/	3.8
O=C(C[C@H]1CC[C@H](NC(=O)c2cccc(F)c2)[C@H](CO)O1)NCCN1CCCC1
    /	5	-38	-0.1
C/C=C/c1cnc2c(c1)C(=O)N([C@H](C)CO)C[C@H](C)[C@H](CN(C)C(=O)C1CCCCC1)O2
    0	23	24	0.9
C[C@@H]1CN([C@H](C)CO)C(=O)Cc2cc(NS(=O)(=O)c3ccccc3)ccc2O[C@H]1CN(C)S(=O)(=O)c1ccc(F)cc1
    8	32	2	-0.8
COc1ccc(NC(=O)Nc2ccc3c(c2)C(=O)N([C@@H](C)CO)C[C@H](C)[C@@H](CN(C)C(=O)Nc2ccccc2)OCCCC[C@H](C)O3)cc1
    -2	-50	53	-0.5
CC(=O)NC[C@H]1[C@@H](c2ccc(-c3cccnc3)cc2)[C@@H](CO)N1C(=O)CC1CC1
    -1	-4	/	0.8
C[C@@H]1CN([C@H](C)CO)C(=O)CCCn2cc(nn2)CO[C@@H]1CN(C)C(=O)Oc1ccccc1
    /	0	-35	0.2
C[C@H](CO)N1C[C@H](C)[C@H](CN(C)S(=O)(=O)c2cccs2)Oc2ccc(NC(=O)Nc3ccc(F)cc3)cc2C1=O
    /	-10	-62	/
O=C(Nc1cccc(F)c1)N1C[C@@H]2[C@H](c3ccccc31)[C@H](CO)N2C(=O)Cc1ccccn1
    -6	5	41	9.3
C[C@@H]1CN([C@@H](C)CO)C(=O)c2cc(NC(=O)Nc3ccc(F)cc3)ccc2O[C@@H](C)CCCCO[C@H]1CN(C)Cc1ccncc1
    5	-15	47	2.7
O=C(NCC[C@H]1CC[C@H](NS(=O)(=O)c2cccc(F)c2)[C@H](CO)O1)Nc1cc(F)ccc1F
    4	10	13	-3.9
CCC(=O)N1CC2(C1)[C@@H](c1ccccc1)[C@@H](CO)N2Cc1ccccc1F
    0	-7	/	1.1
C[C@@H]1CCCCO[C@@H](CN(C)Cc2ccc(Cl)c(Cl)c2)[C@@H](C)CN([C@@H](C)CO)C(=O)c2cc(NC(=O)CCC(F)(F)F)ccc2O1
    18	-60	85	16
CO[C@H]1CN(C)C(=O)c2ccc(NC(=O)c3ccccc3F)cc2OC[C@@H](C)NC[C@H]1C
    /	30	9	-0.2
CC=Cc1ccc2n(c1=O)C[C@@H]1[C@@H](CO)[C@H](C(=O)NCCC)N(CC3CCCC3)[C@H]21 (mixture of isomers)
    3	-19	13	8.0

(continued)
Sequence of screens – C diff growth	Pf Dd2 inh	T cruzi growth	KDM4C inh
C[C@H]1CN([C@@H](C)CO)C(=O)c2cc(-c3ccc(C#N)cc3)cnc2O[C@H]1CN(C)Cc1ccccn1
    1	24	19	-0.2
C[C@@H](NC(=O)C[C@H]1CC[C@H]2[C@@H](COC[C@@H](O)CN2C(=O)Nc2ccccc2)O1)c1ccccc1
    /	8	3	-1.5
O=C(C[C@H]1C=C[C@@H](NS(=O)(=O)c2ccccc2)[C@H](CO)O1)N1CCc2ccccc2C1
    4	3	0	2.0
C[C@@H]1CN([C@H](C)CO)C(=O)c2cccc(NS(=O)(=O)c3cn(C)cn3)c2O[C@@H]1CN(C)S(C)(=O)=O
    /	7	-10	0.2
C[C@@H]1CCCCO[C@@H](CN(C)C)[C@H](C)CN([C@@H](C)CO)C(=O)c2cc(NC(=O)Nc3ccc4c(c3)OCO4)ccc2O1
    2	59	52	0.7
C[C@H](CO)N1C[C@H](C)[C@H](CN(C)Cc2ccc(-c3ccccc3)cc2)Oc2ccc(NC(=O)Nc3cccc4ccccc34)cc2C1=O
    19	-26	86	1.0
O=C(C[C@@H]1C[C@@H]2c3cc(NC(=O)CC4CC4)ccc3O[C@@H]2[C@H](CO)O1)NCc1cc(F)ccc1F
    -23	-5	-26	1.3
COCC#Cc1ccc2c(c1)O[C@@H](CN(C)S(=O)(=O)c1ccc(F)cc1)[C@@H](C)CN([C@@H](C)CO)S2(=O)=O
    8	-44	84	-2.9
O=C(N[C@@H]1CC[C@@H](CCNS(=O)(=O)c2ccc(F)cc2)O[C@H]1CO)c1ccccn1
    0	-27	-60	-0.2
C[C@@H]1CN([C@@H](C)CO)C(=O)c2cc(C3=CCCC3)cnc2O[C@@H]1CN(C)C(=O)C1CCC1
    2	0	57	2.7
Cc1cc(C(=O)Nc2cccc3c2O[C@@H](CN(C)Cc2ccc4c(c2)OCO4)[C@H](C)CN([C@@H](C)CO)C3=O)n(C)n1
    -4	-17	39	0.0
C[C@@H]1CN([C@H](C)CO)C(=O)c2cccc(NS(=O)(=O)c3cn(C)cn3)c2O[C@@H]1CN(C)Cc1ccccc1
    -1	20	2	1.7
COc1ccccc1NC(=O)N(C)C[C@H]1OCc2ccccc2-c2ccccc2C(=O)N([C@@H](C)CO)C[C@H]1C
    -7	-7	63	4.5
CC=Cc1ccc2n(c1=O)C[C@H]1[C@H](CO)[C@@H](C(=O)NCCC)[C@@H]2N1CC1CC1 (mixture of isomers)
    -1	2	102*	0.2
CN1C(=O)c2cc(NS(=O)(=O)c3cccc(F)c3)ccc2OC[C@@H]2O[C@H](CC(=O)NCCN3CCCCC3)CC[C@H]21
    /	-12	15	0.4
C[C@H](O)C#Cc1ccc2c(c1)O[C@H](CN(C)C(=O)c1ccccc1)[C@H](C)CN([C@@H](C)CO)S2(=O)=O
    2	10	30	-0.1
COc1ccccc1C#Cc1ccc([C@H]2[C@@H](CO)N(C(=O)C3CC3)[C@H]2C#N)cc1
    15	?	89	/

Some of these compounds in order of length of the SMILES, largest number first.
Sequence of screens – C diff growth	Pf Dd2 inh	T cruzi growth	KDM4C inh
C[C@@H]1CCCCO[C@H](CN(C)Cc2ccccc2)[C@H](C)CN([C@@H](C)CO)C(=O)c2cc(NC(=O)CCCN(C)C)ccc2O1
    0	-74	-29	1.5
COCC#Cc1ccc2c(c1)O[C@@H](CN(C)S(=O)(=O)c1ccc(F)cc1)[C@@H](C)CN([C@@H](C)CO)S2(=O)=O
    8	-44	84	-2.9
C[C@@H]1CN([C@H](C)CO)C(=O)c2cccc(NS(=O)(=O)c3cn(C)cn3)c2O[C@@H]1CN(C)Cc1ccccc1
    -1	20	2	1.7
C[C@@H](NC(=O)C[C@H]1CC[C@H]2[C@@H](COC[C@@H](O)CN2C(=O)Nc2ccccc2)O1)c1ccccc1
    /	8	3	-1.5
O=C(C[C@@H]1C[C@@H]2c3cc(NC(=O)CC4CC4)ccc3O[C@@H]2[C@H](CO)O1)NCc1cc(F)ccc1F
    -23	-5	-26	1.3
COc1ccccc1NC(=O)N(C)C[C@H]1OCc2ccccc2-c2ccccc2C(=O)N([C@@H](C)CO)C[C@H]1C
    -7	-7	63	4.5
CC=Cc1ccc2n(c1=O)C[C@@H]1[C@@H](CO)[C@H](C(=O)NCCC)N(CC3CCCC3)[C@H]21 (mixture of isomers)
    3	-19	13	8.0
C[C@@H]1CN([C@H](C)CO)C(=O)CCCn2cc(nn2)CO[C@@H]1CN(C)C(=O)Oc1ccccc1
    /	0	-35	0.2
CCC(=O)N1[C@H](CO)[C@H]2c3ccccc3N(S(=O)(=O)c3ccccc3C)C[C@H]21
    -5	-39	-12	-1.2

Assay outcomes as filed in PubChem.

Outcome played no part in choosing rows; 7.2% or so of the library scored in one or more.
